# From PubChem BioAssay
# Mtb BioA inh: blocks M. tuberculosis BioA enzyme activity; 0.096% of 360,000 active; inhibition, % at 9.99 µM; purified M. tuberculosis BioA enzyme, plate reader; AID 602481; in the data active = inhibition above about 40%
# Starred values were filed as active, the others as inactive.
SMILES,Mtb BioA inh
COCC#Cc1cnc2c(c1)C(=O)N([C@H](C)CO)C[C@H](C)[C@H](CN(C)C(=O)Nc1c(C)noc1C)O2,-2.7
COc1ccc(NC(=O)N(C)C[C@H]2Oc3ccc(NS(=O)(=O)c4ccc(OC)cc4)cc3C(=O)N([C@@H](C)CO)C[C@H]2C)cc1,3.3
C[C@@H]1CCCCO[C@@H](CN(C)S(=O)(=O)c2cn(C)cn2)[C@H](C)CN([C@@H](C)CO)C(=O)c2cc(NS(C)(=O)=O)ccc2O1,4.4
Cc1noc(C)c1NC(=O)N(C)C[C@H]1Oc2ccc(NC(=O)c3ccncc3)cc2C(=O)N([C@@H](C)CO)C[C@@H]1C,-1.3
CNC[C@@H]1Oc2ccc(NC(=O)C3CC3)cc2CC(=O)N([C@@H](C)CO)C[C@H]1C,1.0
O=C(C[C@@H]1CC[C@@H]2[C@H](COC[C@H](O)CN2C(=O)Nc2ccc(F)cc2)O1)NC1Cc2ccccc2C1,0.2
COc1ccc(S(=O)(=O)N(C)C[C@H]2OCCCC[C@H](C)Oc3ccc(NS(=O)(=O)c4c(C)noc4C)cc3C(=O)N([C@@H](C)CO)C[C@H]2C)cc1,-1.3
C[C@@H]1CN([C@H](C)CO)C(=O)c2cc(NC(=O)C3CCCCC3)ccc2O[C@H]1CN(C)Cc1ccc(C(F)(F)F)cc1,-2.5
COc1ccc(S(=O)(=O)N(C)C[C@H]2OCCCC[C@H](C)Oc3ccc(NC(=O)NC(C)C)cc3C(=O)N([C@@H](C)CO)C[C@H]2C)cc1,-1.8
CO[C@H]1CN(C)C(=O)c2ccc(NC(=O)c3ccccc3)cc2OC[C@H](C)NC[C@H]1C,0.6

# Next section; it opens with the three that closed the last part.
SMILES,Mtb BioA inh
C[C@@H]1CN([C@H](C)CO)C(=O)c2cc(NC(=O)C3CCCCC3)ccc2O[C@H]1CN(C)Cc1ccc(C(F)(F)F)cc1,-2.5
COc1ccc(S(=O)(=O)N(C)C[C@H]2OCCCC[C@H](C)Oc3ccc(NC(=O)NC(C)C)cc3C(=O)N([C@@H](C)CO)C[C@H]2C)cc1,-1.8
CO[C@H]1CN(C)C(=O)c2ccc(NC(=O)c3ccccc3)cc2OC[C@H](C)NC[C@H]1C,0.6
C[C@@H]1CN([C@H](C)CO)C(=O)c2cc(NC(=O)Cc3cn(C)c4ccccc34)ccc2O[C@@H]1CN(C)C(=O)Nc1ccccc1,0.4
C[C@H]1CN([C@@H](C)CO)C(=O)c2cccc(NC(=O)c3ccc(-c4nccs4)cc3)c2O[C@@H]1CN(C)S(=O)(=O)c1cccs1,-1.0
COc1ccccc1NC(=O)N1C[C@H](O)COC[C@@H]2O[C@H](CC(=O)NCCc3ccccc3)CC[C@H]21,-6.2
CO[C@@H]1CN(C)C(=O)c2cc(NC(=O)Nc3ccccc3)ccc2OC[C@H](C)N(CC2CC2)C[C@H]1C,1.8
Cc1noc(C)c1S(=O)(=O)Nc1ccc2c(c1)C(=O)N([C@H](C)CO)C[C@H](C)[C@@H](CN(C)Cc1ccccc1)OCCCC[C@@H](C)O2,-0.2
COc1cccc(NC(=O)Nc2ccc3c(c2)C(=O)N(C)[C@H]2CC[C@@H](CC(=O)O)O[C@@H]2CO3)c1,-2.2
NC(=O)[C@H]1[C@@H]2C(=O)O[C@@H](c3ccccc3)[C@@H](c3ccccc3)N2[C@@H](c2ccc(OCCO)cc2)[C@]12C(=O)Nc1ccc(C#CC3(O)CCCCCC3)cc12,-1.4
Cc1noc(C)c1S(=O)(=O)N(C)C[C@@H]1Oc2ccc(NS(C)(=O)=O)cc2CC(=O)N([C@H](C)CO)C[C@@H]1C,-0.6
O=C(C[C@@H]1C=C[C@H](NS(=O)(=O)c2ccccc2)[C@@H](CO)O1)NCc1ccncn1,-6.1
COC(=O)C[C@H]1C[C@H]2c3cc(N(C)C)ccc3O[C@H]2[C@@H](CO)O1,-0.2
C[C@@H]1CN([C@H](C)CO)C(=O)c2cc(C#Cc3cccc(F)c3)cnc2O[C@@H]1CN(C)CC1CCCC1,0.5
C[C@H]1CN([C@@H](C)CO)C(=O)c2ccccc2-c2ccccc2CO[C@H]1CN(C)Cc1cccc(C(=O)O)c1,-1.7
O=C(N[C@@H]1CC[C@H](CCn2cc(C3(O)CCCC3)nn2)O[C@H]1CO)C1CCCCC1,5.3
O=C(C[C@H]1C[C@H]2c3cc(NC(=O)Nc4ccc(F)cc4)ccc3O[C@H]2[C@@H](CO)O1)NCC(F)(F)F,-2.3
CO[C@H]1CN(C)C(=O)c2ccc(NC(=O)Nc3ccccc3)cc2OC[C@H](C)N(C(=O)CN(C)C)C[C@H]1C,4.4
Cc1noc(C)c1NC(=O)Nc1ccc2c(c1)CC(=O)N([C@H](C)CO)C[C@H](C)[C@H](CN(C)C(=O)Nc1ccc(C(F)(F)F)cc1)O2,0.2
CCNC(=O)C[C@@H]1CC[C@@H]2[C@H](COc3ccc(NS(=O)(=O)c4ccccc4C)cc3C(=O)N2C)O1,0.6
O=C(Cc1ccncc1)Nc1ccc2c(c1)[C@H]1C[C@@H](CC(=O)N3CCOCC3)O[C@@H](CO)[C@H]1O2,-1.2
Cc1noc(C)c1NC(=O)N(C)C[C@H]1Oc2ccc(NC(=O)NC3CCCCC3)cc2CC(=O)N([C@H](C)CO)C[C@@H]1C,-3.4
CCOC(=O)N(C)C[C@H]1OCc2ccccc2-c2c(n(C)c3ccccc23)C(=O)N([C@H](C)CO)C[C@H]1C,0.8
C[C@H](CO)N1C[C@H](C)[C@H](CN(C)C(=O)Nc2cccc3ccccc23)OCCCC[C@H](C)Oc2ccc(NC(=O)Nc3ccc(C(F)(F)F)cc3)cc2C1=O,0.1
COc1ccc(S(=O)(=O)N(C)C[C@@H]2Oc3ccc(NC(=O)Nc4c(C)noc4C)cc3CC(=O)N([C@H](C)CO)C[C@@H]2C)cc1,4.4
C[C@H](CO)N1C[C@H](C)[C@@H](CN(C)C(=O)Nc2ccc3c(c2)OCO3)Oc2ccc(NC(=O)C3CC3)cc2CC1=O,0.3
O=C(C[C@H]1CC[C@H](NC(=O)CCN2CCCCC2)[C@@H](CO)O1)NCc1ccc(Cl)c(Cl)c1,1.9
CO[C@@H]1CN(C)C(=O)c2cc(NS(=O)(=O)c3ccc(Oc4ccccc4)cc3)ccc2OC[C@H](C)NC[C@H]1C,1.4
CNC[C@H]1Oc2c(NC(=O)C3CCCCC3)cccc2C(=O)N([C@@H](C)CO)C[C@@H]1C,-0.5
CO[C@H]1CN(C)C(=O)c2cc(NC(C)=O)ccc2OC[C@H](C)N(S(=O)(=O)c2cn(C)cn2)C[C@H]1C,-2.0
C[C@@H]1CN([C@H](C)CO)C(=O)c2cccc(NS(=O)(=O)c3ccc(F)cc3)c2O[C@H]1CN(C)Cc1ccncc1,-1.7
C[C@@H]1CN([C@H](C)CO)C(=O)c2cc(NC(=O)CCC(F)(F)F)ccc2O[C@@H](C)CCCCO[C@H]1CN(C)C(=O)c1ccccc1,1.7
C/C=C/c1ccc([C@H]2[C@@H](CO)N(c3nc(CC)cs3)[C@H]2CNC(C)C)cc1,0.6
O=C(NCC1CC1)[C@H]1[C@H](CO)[C@H]2Cn3c(ccc(C4=CCCCC4)c3=O)[C@H]2N1Cc1ccccc1F,15
CNC[C@@H]1Oc2ccc(NC(=O)NC3CCCCC3)cc2CC(=O)N([C@H](C)CO)C[C@@H]1C,-1.7
Cc1ccc(S(=O)(=O)Nc2ccc3c(c2)C(=O)N([C@H](C)CO)C[C@H](C)[C@@H](CN(C)S(=O)(=O)c2c(C)noc2C)OCCCC[C@H](C)O3)cc1,1.2
CC(C)NC(=O)N(C)C[C@H]1Oc2c(NS(=O)(=O)c3cn(C)cn3)cccc2C(=O)N([C@H](C)CO)C[C@H]1C,-1.7
COc1ccc(NC(=O)Nc2ccc3c(c2)[C@H]2C[C@@H](CC(=O)N(C)C)O[C@@H](CO)[C@H]2O3)cc1,-0.7
C[C@@H]1CCCCO[C@@H](CN(C)S(=O)(=O)c2ccccc2)[C@H](C)CN([C@H](C)CO)C(=O)c2cc(NC(=O)Nc3ccc4c(c3)OCO4)ccc2O1,-2.2
CC=Cc1ccc2n(c1=O)C[C@H]1[C@H](CO)[C@@H](C(=O)NCC)N(C(=O)CC3CC3)[C@@H]21 (mixture of isomers),-1.2
COc1cccc(-c2cnc3c(c2)C(=O)N([C@H](C)CO)C[C@H](C)[C@H](CN(C)C(=O)Nc2ccccc2)O3)c1,2.5
Cc1ccc(S(=O)(=O)N(C)C[C@@H]2OCCCC[C@@H](C)Oc3ccc(NS(=O)(=O)c4c(C)noc4C)cc3C(=O)N([C@H](C)CO)C[C@H]2C)cc1,-0.9
CN1c2ccc(Br)cc2[C@H]2[C@H](CCN2C(=O)C2CCOCC2)[C@@H]1CO,26
COC(=O)[C@@H]1[C@@H](CO)[C@@H]2Cn3c(ccc(-c4cccnc4)c3=O)[C@@H]2N1Cc1ccccc1F,9.9
CCNC(=O)C[C@H]1CC[C@H]2[C@@H](COC[C@@H](O)CN2C(=O)C2CCOCC2)O1,-2.1
O=C(N[C@@H]1CC[C@@H](CCNS(=O)(=O)c2ccc(F)cc2)O[C@H]1CO)c1cccnc1,6.8
CN(C)C(=O)C[C@@H]1CC[C@H]2[C@@H](COC[C@H](O)CN2CC2CCOCC2)O1,7.1
C[C@H](CO)N1C[C@H](C)[C@@H](CN(C)C(=O)Nc2ccc(F)cc2)OCCCC[C@H](C)Oc2ccc(NC(=O)Cc3ccccc3)cc2C1=O,-2.2
C[C@@H]1CN([C@@H](C)CO)C(=O)c2cc(NC(=O)Nc3ccccc3)ccc2O[C@@H](C)CCCCO[C@@H]1CN(C)C(=O)C1CCCCC1,2.7
C[C@@H]1CN([C@H](C)CO)C(=O)Cc2cc(NC(=O)Nc3cccc4ccccc34)ccc2O[C@H]1CN(C)C(=O)Nc1ccccc1,-1.5
COc1ccccc1NC(=O)N[C@@H]1C=C[C@@H](CC(=O)N[C@@H](C)c2ccccc2)O[C@H]1CO,-2.4
C[C@H]1CN([C@@H](C)CO)C(=O)c2cc(-c3ccccc3)cnc2O[C@@H]1CN(C)C(=O)Cc1cccnc1,4.2
CC(C)NC(=O)Nc1ccc2c(c1)C(=O)N([C@H](C)CO)C[C@H](C)[C@@H](CN(C)Cc1ccc3c(c1)OCO3)O2,-0.6
# (cont.)
SMILES,Mtb BioA inh
CO[C@@H]1CN(C)C(=O)c2cc(NC(=O)c3nc4ccccc4s3)ccc2OC[C@H](C)N(Cc2ccncc2)C[C@@H]1C,-1.2
CO[C@H]1CN(C)C(=O)c2ccc(NS(=O)(=O)CC(F)(F)F)cc2OC[C@H](C)N(Cc2ccccn2)C[C@@H]1C,0.5
CCCNC(=O)C[C@H]1C[C@H]2c3cc(NS(=O)(=O)c4ccc(OC)cc4)ccc3O[C@H]2[C@@H](CO)O1,-0.8
Cc1ccc(S(=O)(=O)N(C)C[C@@H]2Oc3ncc(-c4cccc(C(F)(F)F)c4)cc3C(=O)N([C@H](C)CO)C[C@@H]2C)cc1,-4.8
COc1ccc(NC(=O)Nc2ccc3c(c2)CC(=O)N([C@H](C)CO)C[C@@H](C)[C@@H](CN(C)C(=O)Nc2ccc(F)cc2)O3)cc1,0.6
COCC(=O)NC[C@@H]1[C@H](c2ccc(-c3ccccc3)cc2)[C@@H](CO)N1C(C)=O,1.4
CC(C)(C)[S@@](=O)N1Cc2cc(C(=O)NCc3ccccn3)nc(-c3cccc(-c4ccccc4F)c3)c2[C@H]1CCO,7.8
CCNC(=O)C[C@@H]1CC[C@H]2[C@@H](COC[C@@H](O)CN2C(=O)Nc2ccc3c(c2)OCO3)O1,-0.9
CC(=O)Nc1ccc2c(c1)C(=O)N(C)[C@@H]1CC[C@@H](CC(=O)NCc3ccc4c(c3)OCO4)O[C@H]1CO2,2.2
C[C@H](CO)N1C[C@H](C)[C@H](CN(C)Cc2ccc(C(=O)Nc3ccccc3N)cc2)Oc2c(NC(=O)C3CCCCC3)cccc2C1=O,2.2
COc1ccc(S(=O)(=O)Nc2ccc3c(c2)C(=O)N([C@H](C)CO)C[C@@H](C)[C@@H](CN(C)Cc2ccccc2)O3)cc1,-0.6
COc1cccc(CNC(=O)C[C@H]2C=C[C@@H](NC(C)=O)[C@@H](CO)O2)c1,-0.6
CC(C)NC(=O)Nc1ccc2c(c1)CC(=O)N([C@H](C)CO)C[C@@H](C)[C@@H](CN(C)CC1CC1)O2,-1.3
CCN1[C@@H]2c3ccc(-c4ccccc4)c(=O)n3C[C@@H]2[C@@H](CO)[C@@H]1C(=O)NCc1ccccc1,2.6
C[C@H]1CN([C@@H](C)CO)C(=O)c2cccc(NC(=O)C3CC3)c2O[C@H]1CN(C)Cc1ccccc1,-4.7
C[C@@H]1CN([C@@H](C)CO)C(=O)Cc2cc(NC(=O)c3ccncc3)ccc2O[C@H]1CN(C)C(=O)Nc1ccc(F)cc1,-0.3
C[C@H](CO)N1C[C@H](C)[C@@H](CN(C)C(=O)c2ccccn2)Oc2cc(C#CC3CC3)ccc2S1(=O)=O,1.7
O=C(C[C@@H]1C[C@H]2c3cc(NC(=O)C4CCC4)ccc3O[C@H]2[C@@H](CO)O1)NCc1ccncc1,1.2
CO[C@@H]1CN(C)C(=O)c2cc(NS(C)(=O)=O)ccc2OC[C@H](C)N(C(=O)C2CCCC2)C[C@@H]1C,3.1

# 4 neighbouring compounds out of the list so far, for reference:
SMILES,Mtb BioA inh
COc1ccc(S(=O)(=O)Nc2ccc3c(c2)C(=O)N([C@H](C)CO)C[C@@H](C)[C@@H](CN(C)Cc2ccccc2)O3)cc1,-0.6
COc1cccc(CNC(=O)C[C@H]2C=C[C@@H](NC(C)=O)[C@@H](CO)O2)c1,-0.6
CC(C)NC(=O)Nc1ccc2c(c1)CC(=O)N([C@H](C)CO)C[C@@H](C)[C@@H](CN(C)CC1CC1)O2,-1.3
CCN1[C@@H]2c3ccc(-c4ccccc4)c(=O)n3C[C@@H]2[C@@H](CO)[C@@H]1C(=O)NCc1ccccc1,2.6

# This is a subset, so the mix of outcomes need not match the whole.
